# Screening data: PubChem BioAssay, The Scripps Research Institute Molecular Screening Center
# TbREL1 primary: TbREL1 RNA ligase inhibitors, primary screen, biochemical, FRET fluorescence. RNA-editing ligase 1, mitochondrial (Trypanosoma brucei brucei), P86926. TbREL1 RNA ligation. inhibition, % at 9.66 µM. actives 0.49% (n = 89,000). AID 1117264, 2014;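 active = inhibition above the mean inhibition across all screened compounds plus 3 SD, cut at about 11% in these data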;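 also: 0% = plate median of test wells and 100% = NSC42067 control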
# Target sequence (P86926 whole entry, looked up): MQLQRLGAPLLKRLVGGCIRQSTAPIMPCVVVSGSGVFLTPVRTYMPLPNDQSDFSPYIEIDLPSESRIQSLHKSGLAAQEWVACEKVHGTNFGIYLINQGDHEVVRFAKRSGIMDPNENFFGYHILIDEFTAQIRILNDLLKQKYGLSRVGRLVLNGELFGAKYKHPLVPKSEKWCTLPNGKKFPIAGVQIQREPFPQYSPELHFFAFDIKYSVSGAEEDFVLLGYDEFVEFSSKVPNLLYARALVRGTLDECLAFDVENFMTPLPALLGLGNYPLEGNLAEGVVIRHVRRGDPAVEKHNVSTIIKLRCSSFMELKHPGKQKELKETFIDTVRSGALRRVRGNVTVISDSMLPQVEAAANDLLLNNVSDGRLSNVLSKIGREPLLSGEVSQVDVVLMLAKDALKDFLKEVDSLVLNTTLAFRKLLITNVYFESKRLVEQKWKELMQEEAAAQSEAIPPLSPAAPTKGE
# * hit, by the source's call. The list is partial; count on the stated rates, not on these rows.
TbREL1 primary | compound
-2.8 | O=C(CCc1nc(-c2ccccc2F)no1)NCc1ccco1
6.6 | O=S(=O)(NCc1ccccc1)c1cccc(S(=O)(=O)N2CCOCC2)c1
-1.5 | Cc1nnc(NC(=O)CSc2nc3ccccc3[nH]2)s1
-3.2 | Cc1ccc(C(=O)N[C@H](C(=O)OCc2nnc(-c3ccccc3)o2)C(C)C)cc1
-1.3 | Nc1[nH]c(C(=O)c2ccccc2)c(-c2ccccc2Br)c1C(=O)NCCc1ccc(Cl)cc1Cl
4.5 | CC1=C(C)/C(=N\OS(=O)(=O)c2ccc(C)cc2)C=CC1=O
-0.5 | CCCS(=O)(=O)NC(=O)C1(C)CCN(C(=O)c2ccc(SC(F)(F)F)cc2)C1 (stereo not drawn)
-1.7 | Cc1ccccc1Cn1nc(C)c(NC(=O)c2cc3n(n2)C(C(F)F)CC(C(F)F)N3)c1C (stereo not drawn)
-0.7 | O=C(COC(=O)C1CCN(C(=O)c2ccc(Cl)cc2)CC1)NC1CCS(=O)(=O)C1 (stereo not drawn)
-0.4 | Cc1cccc(C(=O)NCCC(=O)Nc2ccc(C)c(F)c2)c1
-1.1 | CCOc1ccc(C(=O)O)cc1OC
-0.5 | CN1CCN(C2=Cc3cc(Cl)ccc3Sc3cc(F)ccc32)CC1
-3.4 | CCC(=O)c1ccc(OCC(=O)OCC(=O)Nc2cccc(S(=O)(=O)N3CCOCC3)c2)cc1
4.8 | O=C(COc1ccc(F)c(Cl)c1)N1CCN(c2ccccn2)CC1
5.2 | COc1ccc2ccccc2c1CNCc1ccccn1
5.3 | COC(=O)c1ccc2nc(C3CCCCC3)c(CC(C)(C)C)n2c1
-4.3 | Cc1ccccc1N1CCN(C(=O)CN2C(=O)CC(C)(C)S(=O)(=O)c3ccccc32)CC1
-2.5 | CC1(C)CC(=O)C=C(c2cccs2)C1
6.2 | O=C(Nc1nc2c(s1)CCCC2)c1ccc(S(=O)(=O)N2CCCc3ccccc32)cc1
-1.3 | COc1ccc(NC(=O)c2ccc(-c3ccc([N+](=O)[O-])cc3)o2)cc1
-0.2 | CC(C)[C@H](NC(=O)c1cccc(S(=O)(=O)N2CCOCC2)c1)C(=O)OCC(=O)Nc1cccc(Br)c1
-2.0 | Cc1nc(NS(=O)(=O)c2ccccc2)sc1NC(=O)OCCN(C)C
4.3 | CC(=O)c1c(N2CCOCC2)nc(=S)n(-c2ccc([N+](=O)[O-])cc2)c1C
0.0 | O=C(COc1ccccc1Cl)NCCCNC(=O)c1ccccn1
-1.4 | CC(C)Oc1ccc(S(=O)(=O)N2CCOCC2)cc1NC(=O)c1cccc(S(=O)(=O)N2CCCC2)c1
-2.1 | CN(C(=O)c1cccc(NC(=O)Cc2ccc(NC(=O)C3CCCN(S(=O)(=O)c4cccc([N+](=O)[O-])c4)C3)cc2)c1)C1CCCCC1 (stereo not drawn)
7.6 | CCCCCCCCN1C(=O)[C@@H](CC(=O)N2CCSCC2)C[C@@]2(C(=O)OC)C1=C[C@H](C(C)C)O[C@@H]2C1CC1
-4.4 | CCC[C@H]1[C@@H](OC(=O)NCc2cccc(Cl)c2)CC[C@@]23CCCN2C(=O)CCC[C@@H]13
2.3 | COc1ccc(OC)c2[nH]c(=O)c(CCNC(=O)C3CCCCC3)cc12
-2.1 | O=C1CC(Nc2ccc(N3CCOCC3)cc2)C(=O)N1c1ccccc1F (stereo not drawn)
1.8 | O=C(O)c1ccccc1-c1ccccc1C(=O)Nc1cccc2ccccc12
-1.9 | Cc1ccc(S(=O)(=O)N(C)c2ccc(C(=O)N3CCC(C(N)=O)CC3)cc2)cc1
1.1 | CCc1noc(C)c1C(=O)Nc1nc2c(C)cccc2s1
-0.9 | CCOc1ccccc1-n1c(SCC(=O)N2CCOCC2)nc2ccccc2c1=O
-0.2 | Cc1nc(-c2ccccc2)nc2[nH]ccc(=O)c12
2.4 | COc1ccccc1NC(=O)NCCc1ccccc1
1.3 | CCCCCCSc1ccc([C@@H]2[C@@H]3C(=O)N(CC)C(=O)[C@@H]3[C@]3(C(=O)OC)CCCCN23)cc1OC
6.4 | Cc1ccc(NC(=O)COC(=O)c2ccc(-n3nc(C)cc3C)cc2)c(F)c1
1.1 | CCN(CC)CCN(C(=O)C1=COCCO1)c1nc2ccc(C)cc2s1
-4.6 | CCOC(=O)C(NC(=O)c1ccc(Cl)cc1Cl)(Nc1ccc(C)cc1)C(F)(F)F (stereo not drawn)

# Already shown: entries from further up.
TbREL1 primary | compound
6.4 | Cc1ccc(NC(=O)COC(=O)c2ccc(-n3nc(C)cc3C)cc2)c(F)c1
1.1 | CCN(CC)CCN(C(=O)C1=COCCO1)c1nc2ccc(C)cc2s1
-4.6 | CCOC(=O)C(NC(=O)c1ccc(Cl)cc1Cl)(Nc1ccc(C)cc1)C(F)(F)F (stereo not drawn)

# Additional compounds follow.
TbREL1 primary | compound
-0.4 | Cc1cc(Nc2cc(F)c(F)c(F)c2)cc(=O)n1-c1cc(F)c(F)c(F)c1
2.4 | O=C(O)c1ccc([N+](=O)[O-])cc1
-1.9 | CC(C)N1CCC(N2CCN(Cc3ccc(Oc4ncccn4)cc3)CC2CCO)CC1 (stereo not drawn)
0.9 | Cc1cc(C(=O)N/N=C/c2ccc(O)c(O)c2O)c(C)n1-c1ccccc1
-3.5 | CC(C)N(C=O)C1(C(=O)NC2CCCCC2)CCCCC1
-0.9 | CCN(CC)C(c1ccc(F)cc1)c1nnnn1C1CCCCC1 (stereo not drawn)
-1.3 | COc1ccc(CN=C2Nc3ccccc3CS2)cc1
0.0 | CCc1nccn1CCC(=O)NC1CC(C)(C)Cc2c1cnn2-c1ccc(C)cc1 (stereo not drawn)
5.2 | C/C(CCc1ccco1)=N/NC(=O)CCC(=O)Nc1cccc(Cl)c1
5.5 | Cc1ccc(N2CC(C(=O)NC3CCSC3=O)CC2=O)cc1 (stereo not drawn)
1.6 | Cc1nc(NC(=O)c2cccs2)ccc1Br
-0.1 | CC(C)(C)c1ccc(C(=O)NC(=O)CSc2n[nH]c(N)n2)cc1
9.0 | COc1cc(-n2c(=O)c3ccccc3n(Cc3cccc(F)c3)c2=O)cc(OC)c1OC
-2.5 | Cc1ccccc1N1CCN(S(=O)(=O)c2ccc3c(c2)n(C)c(=O)c(=O)n3C)CC1
3.6 | CCOc1ccccc1C(=O)NCC(=O)NCC1CCCCC1
-2.8 | CSc1ccccc1OCc1cc(C(=O)NCCCc2ccccc2)no1
1.6 | O=C(Nc1cc(Cl)ccc1Cl)Nn1cnnc1
-0.6 | CN1CCN(C(=O)CCNC(=O)Cn2cnc3ccccc3c2=O)CC1
-0.3 | COc1cc(OC)c(OC)cc1/C=N/NC(=O)CCc1c(C)n[nH]c1C
0.0 | Cc1ccccc1NC(=O)C1CC(=O)OC12CCOC(C)(C)C2 (stereo not drawn)
7.0 | Cc1ccc(S(=O)(=O)N2c3ccccc3OCC2C(C)(C)C)cc1 (stereo not drawn)
1.6 | CC(C)CCNC(=O)C12CN(Cc3ccccc3)CC1C(c1ccc([N+](=O)[O-])cc1)=NO2 (stereo not drawn)
-3.9 | CNc1nnc(-c2cccc(N(C)C)c2)s1
-3.0 | COC(=O)[C@]12C[C@H](CC(=O)NCCC(C)C)C(=O)N(Cc3cccc4ccccc34)C1=C[C@H](COCc1ccccc1)O[C@@H]2C
8.2 | CCn1c2ccccc2c2cc(NC(=O)COC(=O)c3cccc(OC)c3)ccc21
-2.3 | CN1CCN(C(=S)NC(=O)c2ccc(Cl)cc2)CC1
5.7 | O=[N+]([O-])/C=C/c1cn(Cc2ccc(F)cc2)c2ccccc12
-2.0 | C=CCNC(=O)c1n[nH]c2c1CC(C(C)(C)CC)CC2 (stereo not drawn)
1.8 | CCN1CCc2c(OCC(=O)N3CCc4ccccc43)cccc2C1=O
-1.7 | C=CCOC(=O)C1=C[C@H](c2ccc(C(F)(F)F)cc2)[C@@H](CCCO)[C@H](OCC)O1
-0.2 | CC(C)C(=O)Nc1ccc(C(=O)NNC(=O)c2ccco2)cc1
0.7 | O=C(CCC1CCCC1)NCCS(=O)(=O)N1CCN(c2ccc(F)cc2)CC1
6.3 | C=CCNC(=O)NCC1CCN(Cc2ccc(OC)cc2)CC1
0.8 | COc1cccc(NC(=O)CN(C)CC(=O)Nc2ccccc2-c2ccccc2)c1
-0.5 | FC(F)(F)c1ccc(Cl)c(NC(=S)N/N=C/c2ccccc2Cl)c1
2.3 | CC(=O)NCCn1c(SCC(=O)NC2CCCCC2)nc2ccccc2c1=O
-0.1 | CC(C)n1cnc2c(Nc3ccc(F)c(Cl)c3)nc(NCCO)nc21
-2.1 | O=C(O)C1CCCCC1C(=O)NCc1ccc(F)cc1 (stereo not drawn)
-3.4 | CCN(CC)NC(=S)Nc1ccccc1
-6.5 | CCOCCCNC(=S)NCCCNc1nc2c(C)c(C)ccc2cc1C#N
-2.6 | O=C(COC(=O)c1ccc(F)cc1Cl)Nc1cccc(S(=O)(=O)N2CCOCC2)c1
5.1 | CN(C)CCCNc1oc(-c2ccccc2Cl)nc1S(=O)(=O)c1ccccc1
2.8 | O=C(NC(=S)Nc1cccnc1Cl)c1ccc(F)cc1
-0.2 | CC1(C)Cc2c(c(-c3ccccc3)[nH]c(=O)c2C#N)CS1
5.7 | Cc1cc(N(C)C)c(C#N)c(=O)[nH]1
3.7 | COc1ccc(-n2c(SCC(=O)Nc3ccc(S(=O)(=O)Nc4nccs4)cc3)nnc2-c2ccco2)cc1
3.1 | CC1=Nc2cc(C(=O)N3CCCCC3)ccc2Sc2ccc(C)cc21
-0.9 | CCc1nc2ccccc2c(C(=O)Oc2cccc3cccnc23)c1C
1.8 | O=C(COc1ccc(-c2ccccc2)cc1)Nc1cccnc1
2.1 | C[C@H](NC(N)=O)C(=O)Nc1ccc2c(c1)OCO2
1.2 | O=C(C1CCCN(S(=O)(=O)c2cccc3cccnc23)C1)N1CCN(c2ccc(F)cc2)CC1 (stereo not drawn)
0.8 | O=C(CSc1nnc(Nc2ccccc2)s1)Nc1cccnc1Cl
-2.2 | c1ccc(-c2nc3nonc3nc2-c2ccccc2)cc1
0.4 | O=C(c1cc2c(s1)-c1ccccc1S(=O)(=O)C2)N1CCCC1
8.2 | COC(=O)Cn1cnc(=O)c(C#N)c1/C=C/N(C)C
-0.6 | O=C(N/N=C/c1cn(-c2ccccc2)nc1-c1cccnc1)c1cccnc1
2.8 | O=S1(=O)c2ccc(N3CC[C@@H](O)C3)cc2O[C@@H]2CCN1C2
0.8 | O=C(O)/C=C/C(=O)Nc1ccc(OC(F)F)cc1
0.0 | CCCc1nnc(SCc2ccc(OC)cc2)n1N
-1.0 | CCOC(=O)C1CCN(C(c2cc3cc(C)cc(C)c3[nH]c2=O)c2nnnn2C2CCCCC2)CC1 (stereo not drawn)

# The list goes on:
TbREL1 primary | compound
-2.2 | Cc1noc(C)c1COC(=O)[C@H](C)NS(=O)(=O)c1ccc(Cl)c(Cl)c1
-0.4 | CC(C)CC1Nc2ncnc(N3CCCCC3)c2N(Cc2ccc(Br)cc2)C1=O (stereo not drawn)
-1.8 | COc1ccc(CNC(=O)COC(=O)c2ccc(C)c(S(=O)(=O)N3CCOCC3)c2)cc1OC
-0.2 | Cc1cc2c(NC3CCCCC3)ncnc2s1
-0.6 | COc1cc(NC(=O)C2CCCN(S(=O)(=O)c3ccc(C)c(C)c3)C2)cc(OC)c1 (stereo not drawn)
-0.1 | CC1(C)C(CO)=CC(=O)C2=C1SCC(=O)N2
0.5 | Cc1ccc(OCC(=O)Nc2ccc(N3CCOCC3)cc2)c([N+](=O)[O-])n1
2.5 | CC(C)N(Cc1nc(-c2ccccc2)no1)C(=O)CCCN1C(=O)c2ccccc2C1=O
2.8 | CC(=O)C1CCC2C3CCC4=CC(=O)C=CC4(C)C3C(=O)CC12C (stereo not drawn)
-2.7 | CCc1ccc(NC(=O)NNC(=O)CCc2ccccc2)cc1
-0.7 | COc1ccc([C@@H]2C[C@@H](c3ccccc3)Oc3cc(C)cc(C)c32)cc1
2.7 | Cc1csc2ncc(C(=O)NCc3ccccc3Cl)c(=O)n12
1.1 | Cc1ccc2nc(SC(C)C(=O)N3CCCC3)[nH]c2c1 (stereo not drawn)
-1.0 | Cc1ccc(-c2nnn(CC(=O)N(c3ccccc3)C(C(=O)NC3CCCC3)c3ccco3)n2)o1 (stereo not drawn)
-3.2 | CCc1ccc(CN(C)C(C)C(=O)Nc2ccc(S(=O)(=O)N3CCCC3)cc2)cc1 (stereo not drawn)
7.0 | O=S(=O)(c1ccc2c(c1)OCCO2)N1CCN(S(=O)(=O)c2ccco2)CC1
-2.6 | CC(=O)N[C@@H](Cc1c[nH]c2ccccc12)C(=O)OCC(=O)Nc1ccc(Cl)c(S(=O)(=O)N(C)C)c1
2.1 | CN(C(=O)c1ccno1)c1nnc(-c2ccccn2)s1
0.2 | CCOc1cccc2cc(C(=O)N3CCc4ccccc43)c(=O)oc12
-2.2 | Cc1ccc(C)c(NC(=S)Nc2ccc(S(=O)(=O)Nc3ncccn3)cc2)c1

# Ordered by the number under TbREL1 primary (largest number first): 3 of the compounds above
TbREL1 primary | compound
-0.4 | CC(C)CC1Nc2ncnc(N3CCCCC3)c2N(Cc2ccc(Br)cc2)C1=O (stereo not drawn)
-1.0 | Cc1ccc(-c2nnn(CC(=O)N(c3ccccc3)C(C(=O)NC3CCCC3)c3ccco3)n2)o1 (stereo not drawn)
-2.7 | CCc1ccc(NC(=O)NNC(=O)CCc2ccccc2)cc1

# Remaining list, next part.
TbREL1 primary | compound
-4.4 | COC(=O)c1cc(CSc2ncnc3sccc23)oc1C
1.7 | CCOC(=O)CNC(=O)Cn1c(C)cc2ccccc2c1=O
-3.4 | COc1ccc(NC(=O)N2CCCC2)cc1OC
-4.0 | CC(=O)Nc1ccc(/C=N/Nc2ccc(C(=O)c3c(C)cc4ccccn34)cc2[N+](=O)[O-])cc1
6.7 | CC(=O)O[C@H]1[C@H](OC(C)=O)C[C@]2(OC(C)=O)C[C@H]1OC2=O
0.1 | COc1ccc([C@H]2CC(=O)C=C(c3ccc4c5c(cccc35)CC4)C2)cc1
6.2 | c1ccc(-c2cnnc(N3CCOCC3)n2)cc1
10.7 | CC1CCCN(Cc2c(O)ccc3c(=O)c(-c4nc5ccccc5s4)c(N)oc23)C1 (stereo not drawn)
-3.0 | COc1ccc(NC(=O)CSc2ccc(-c3ccco3)nn2)c(OC)c1
1.1 | CSc1ncccc1C(=O)NNC(=O)c1csc(N2CCOCC2)n1
